DT40 TDP1 no CPT = qHTS for Inhibitors of human tyrosyl-DNA phosphodiesterase 1 (TDP1): qHTS in cells in absence of CPT; DT40 Tdp1-/- hTDP1 cells, no CPT, ATP luminescence, 48 h; AID 686978, 2013; hit rate 15% among 420,000; Potency, µM (top dose mostly 46.2 µM), for the others: top-dose activity change, negative = growth inhibition, most hits filed as inhibitors; note: nearly all actives have a fitted effect of over 55% in size
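Seeded 400 DT40-hTDP1 cells/well (vehicle DMSO, no 20 nM CPT); pinned compounds; ≥48 hr at 37 °C; CellTiter-Glo luminescence as viability measure.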
TDP1 cell CPT = qHTS for Inhibitors of human tyrosyl-DNA phosphodiesterase 1 (TDP1): qHTS in cells in presence of CPT | chicken DT40 Tdp1-/-;hTDP1 cells + 20 nM CPT, ATP luminescence, 48 h | Potency, µM (titrated, usually from 46.2 µM), for the others: at the highest dose activity change, negative = growth inhibition, actives largely listed as inhibitors | AID 686979, 2013 | hit rate 12% among 420,000; note: nearly all actives have a fitted effect of over 55% in size
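Chicken DT40 Tdp1-/- cells complemented with human TDP1, 400 cells/well, exposed to compounds plus 20 nM camptothecin for at least 48 h at 37 C; viability read as ATP content by CellTiter-Glo luminescence.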
TDP1 inh = qHTS Assay for Inhibitors of Tyrosyl-DNA Phosphodiesterase (TDP1) | Tyrosyl-DNA phosphodiesterase 1 (Homo sapiens), Q9NUW8 | recombinant TDP1, AlphaScreen DNA substrate cleavage | Potency, µM (titrated, usually from 130 µM), for the others: top-dose activity change, negative = inhibition, most hits filed as inhibitors | hit rate 0.28% among 350,000 | AID 485290, 2010; note: nearly all actives have a fitted effect of over 40% in size
Target sequence (Q9NUW8 whole entry, looked up): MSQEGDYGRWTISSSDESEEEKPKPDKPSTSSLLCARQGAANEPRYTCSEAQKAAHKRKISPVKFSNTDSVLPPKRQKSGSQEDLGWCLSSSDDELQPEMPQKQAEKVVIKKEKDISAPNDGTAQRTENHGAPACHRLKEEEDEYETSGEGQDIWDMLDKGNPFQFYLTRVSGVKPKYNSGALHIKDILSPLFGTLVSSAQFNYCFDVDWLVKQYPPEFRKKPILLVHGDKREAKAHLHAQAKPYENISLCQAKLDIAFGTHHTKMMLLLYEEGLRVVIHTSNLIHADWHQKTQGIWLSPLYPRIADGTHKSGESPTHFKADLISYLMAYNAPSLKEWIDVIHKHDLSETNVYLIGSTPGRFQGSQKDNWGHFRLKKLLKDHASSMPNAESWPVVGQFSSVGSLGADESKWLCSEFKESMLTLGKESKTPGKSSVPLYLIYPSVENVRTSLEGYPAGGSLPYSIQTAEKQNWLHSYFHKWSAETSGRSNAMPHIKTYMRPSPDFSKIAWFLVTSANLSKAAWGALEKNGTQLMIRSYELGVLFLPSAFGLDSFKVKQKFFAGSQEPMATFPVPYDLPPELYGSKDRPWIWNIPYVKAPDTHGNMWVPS
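AlphaScreen read-out: signal falls as enzyme removes the 3' tyrosine-FITC from a 5'-biotinylated DNA oligo (15 nM, 5 min, RT). Enzyme was E. coli-made recombinant Tdp1 at 1 nM, exposed to compound for 15 min beforehand; beads 10 ug/ml, 10 min.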
Active calls of the source: *; & = joins results of further samples; [ ] = another dose, or the depositor's remark. Calls come from the whole dose curve; as a rule, active = well fitted curve in the direction sought with a large enough effect; inconclusive = small, poorly fitted or top-dose-only effect, or another doubt; inactive = no such curve, though single readings can be large; an effect the other way counts as inactive or inconclusive. % is set by controls: 0 for no effect and ±100 for the full control effect; potency is the fitted concentration of half-maximal effect.

How did CCn1cc(C2=NCC(C)O2)c2ccccc21 (stereo not given) do in these assays?
DT40 TDP1 no CPT: -24%; TDP1 cell CPT: inconclusive; TDP1 inh: 7%

What do the screens show for `Cc1c(/C(O)=C2\C(=O)C(=O)N(CCN(C)C)C2c2cccs2)cnn1-c1ccccc1` (stereo not given)?
DT40 TDP1 no CPT: -1%; TDP1 cell CPT: -8%; TDP1 inh: 3%

What do the screens show for `Cc1ccc(C(N)=Nc2ccccc2)cc1`?
DT40 TDP1 no CPT: 0%; TDP1 cell CPT: -5%; TDP1 inh: -4%

Results for O=C(CCn1nc(-c2ccccc2)ccc1=O)N1CCN(c2ccccc2)CC1 ?
DT40 TDP1 no CPT: -11%; TDP1 cell CPT: inconclusive

How did COc1cc(OC)cc(-c2c(C#Cc3ccsc3)c3cc(-c4cccc5[nH]ccc45)ccc3n2C)c1 do in these assays?
DT40 TDP1 no CPT: -20%; TDP1 cell CPT: -15%; TDP1 inh: -2%

How did Cc1ccc(O)c(N=Cc2sc3ccccc3c2Cl)c1 do in these assays?
DT40 TDP1 no CPT: inconclusive; TDP1 cell CPT: inconclusive; TDP1 inh: 8%

Results for COc1cnc(NS(=O)(=O)c2ccc(N)cc2)nc1 ?
DT40 TDP1 no CPT: 0%; TDP1 cell CPT: 4%; TDP1 inh: 5%

Results for O=C(CN1C(=O)c2ccccc2C1=O)NCC(=O)OCC(=O)c1ccc(Cl)cc1 ?
DT40 TDP1 no CPT: 8%; TDP1 cell CPT: 2%; TDP1 inh: -3%

What do the screens show for `CCn1c(C2CC(=O)N(c3cc(C)cc(C)c3)C2)nc2ccccc21` (stereo not given)?
DT40 TDP1 no CPT: inconclusive; TDP1 cell CPT: inconclusive; TDP1 inh: 5%

How did CCOC(=O)c1nc2nc(C)cc(=O)n2[nH]1 do in these assays?
DT40 TDP1 no CPT: -1%; TDP1 cell CPT: -12%; TDP1 inh: 6%

Results for CCOc1cc2[nH]c(=O)n(Cc3cccc(OC)c3)c(=O)c2cc1OCC ?
DT40 TDP1 no CPT: inconclusive; TDP1 cell CPT: -12%; TDP1 inh: 2%

Results for Cc1noc(C)c1S(=O)(=O)N(C)C[C@H]1Oc2ccc(NC(=O)Cc3ccccc3)cc2C(=O)N([C@H](C)CO)C[C@@H]1C ?
DT40 TDP1 no CPT: -27%; TDP1 cell CPT: -26%; TDP1 inh: 1%

What do the screens show for `CCCOC(=O)C1=C(C)NC2=C(C(=O)C(C(=O)OC)C(C)C2)C1c1ccc(N(CC)CC)cc1` (stereo not given)?
DT40 TDP1 no CPT: -28%; TDP1 cell CPT: inconclusive; TDP1 inh: 3%

Results for COc1ccc(NC(=O)c2sc3nc(N4CCCC4)c4c(c3c2N)CC(C)(C)OC4)cc1 ?
DT40 TDP1 no CPT: inconclusive; TDP1 cell CPT: inconclusive; TDP1 inh: 4%

What do the screens show for `Cc1cc(C)nc(N(C#N)Cc2ccccc2C)n1`?
DT40 TDP1 no CPT: -27%; TDP1 cell CPT: -8%; TDP1 inh: 0%

How did CN(Cc1ccc(F)cc1)C(=O)c1cccc(NS(=O)(=O)c2ccccc2)c1 do in these assays?
DT40 TDP1 no CPT: 2%; TDP1 cell CPT: -12%; TDP1 inh: 3%

What do the screens show for `CCOc1ccc(C(=O)OCC(=O)N2CCOCC2)cc1OCC`?
DT40 TDP1 no CPT: -1%; TDP1 cell CPT: -5%; TDP1 inh: 0%

How did CCc1nc(Nc2cccc(OC)c2)c2oc3ccccc3c2n1 do in these assays?
DT40 TDP1 no CPT: inconclusive; TDP1 cell CPT: inconclusive

Results for CCc1ccc(S(=O)(=O)N2CC(=O)Nc3ccccc32)cc1 ?
DT40 TDP1 no CPT: -18%; TDP1 cell CPT: -8%; TDP1 inh: -2%

How did Cc1cc(C)c(C#N)c(SCS(=O)Cc2ccccc2)n1 (stereo not given) do in these assays?
DT40 TDP1 no CPT: -9%; TDP1 cell CPT: 1%; TDP1 inh: 5%

How did O=C(NC1CCCCCC1)C1CCN(S(=O)(=O)c2ccc(F)cc2)CC1 do in these assays?
DT40 TDP1 no CPT: -12%; TDP1 cell CPT: -10%; TDP1 inh: -1%

What do the screens show for `COc1ccc(OC)c(C2CC(=O)c3c([nH]c(C(=O)OC(C)C)c3C)C2)c1` (stereo not given)?
DT40 TDP1 no CPT: 0.82µM*; TDP1 cell CPT: 0.82µM*; TDP1 inh: -1%

What do the screens show for `COc1cccc(-n2c(-c3cccc(F)c3)nc3c(cnn3-c3ccc(C)cc3)c2=O)c1`?
DT40 TDP1 no CPT: inconclusive; TDP1 cell CPT: inconclusive; TDP1 inh: 5%

How did COC1=C(OC)C(=O)C(C/C=C(\C)CC/C=C(\C)CC/C=C(\C)CC/C=C(\C)CC/C=C(\C)CC/C=C(\C)CC/C=C(\C)CC/C=C(\C)CC/C=C(\C)CCC=C(C)C)=C(C)C1=O do in these assays?
DT40 TDP1 no CPT: 5%&2%; TDP1 cell CPT: 6%&5%; TDP1 inh: 4%

Results for COc1ccc([N+](=O)[O-])cc1NC(=O)c1ccc(CN(c2ccccc2)S(C)(=O)=O)cc1 ?
DT40 TDP1 no CPT: inconclusive; TDP1 cell CPT: -29%; TDP1 inh: -3%

What do the screens show for `O=C(CSc1nnc(CNC(=O)c2ccccc2)n1-c1cccc(Cl)c1)Nc1ccccc1F`?
DT40 TDP1 no CPT: inconclusive; TDP1 cell CPT: inconclusive; TDP1 inh: 6%

Results for COc1ccccc1N(C)C ?
DT40 TDP1 no CPT: 3%; TDP1 cell CPT: -2%

What do the screens show for `Nc1nc(SCC(=O)Nc2ccc(S(N)(=O)=O)cc2)n[nH]1`?
DT40 TDP1 no CPT: -13%; TDP1 cell CPT: 0%; TDP1 inh: 2%

How did Cc1ccc(/C=C/C(=O)NCc2ccncc2)cc1 do in these assays?
DT40 TDP1 no CPT: inconclusive; TDP1 cell CPT: -23%; TDP1 inh: -5%

What do the screens show for `CCc1nnc(SCC(=O)Nc2ccccc2)n1CC1CCCO1` (stereo not given)?
DT40 TDP1 no CPT: -3%; TDP1 cell CPT: -8%; TDP1 inh: 4%

As a short view, seven of the compounds above.
How did CN(Cc1ccc(F)cc1)C(=O)c1cccc(NS(=O)(=O)c2ccccc2)c1 do in these assays?
DT40 TDP1 no CPT: 2%; TDP1 cell CPT: -12%; TDP1 inh: 3%

What do the screens show for `CCOc1ccc(C(=O)OCC(=O)N2CCOCC2)cc1OCC`?
DT40 TDP1 no CPT: -1%; TDP1 cell CPT: -5%; TDP1 inh: 0%

How did CCc1nc(Nc2cccc(OC)c2)c2oc3ccccc3c2n1 do in these assays?
DT40 TDP1 no CPT: inconclusive; TDP1 cell CPT: inconclusive

Results for CCc1ccc(S(=O)(=O)N2CC(=O)Nc3ccccc32)cc1 ?
DT40 TDP1 no CPT: -18%; TDP1 cell CPT: -8%; TDP1 inh: -2%

How did Cc1cc(C)c(C#N)c(SCS(=O)Cc2ccccc2)n1 (stereo not given) do in these assays?
DT40 TDP1 no CPT: -9%; TDP1 cell CPT: 1%; TDP1 inh: 5%

How did O=C(NC1CCCCCC1)C1CCN(S(=O)(=O)c2ccc(F)cc2)CC1 do in these assays?
DT40 TDP1 no CPT: -12%; TDP1 cell CPT: -10%; TDP1 inh: -1%

What do the screens show for `COc1ccc(OC)c(C2CC(=O)c3c([nH]c(C(=O)OC(C)C)c3C)C2)c1` (stereo not given)?
DT40 TDP1 no CPT: 0.82µM*; TDP1 cell CPT: 0.82µM*; TDP1 inh: -1%

Other results:
What do the screens show for `CCCn1cnc2scc(-c3ccc(C)c(C)c3)c2c1=O`?
DT40 TDP1 no CPT: 21µM*; TDP1 cell CPT: inconclusive; TDP1 inh: 0%

What do the screens show for `CCc1ccc(NC(=O)Cn2c(=O)n(CCC(=O)N3CCc4ccccc4C3)c(=O)c3ccccc32)cc1`?
DT40 TDP1 no CPT: 1%; TDP1 cell CPT: -8%; TDP1 inh: 3%

What do the screens show for `CCc1cccc(C)c1NC(=S)NCC(c1cccnc1)N(C)C` (stereo not given)?
DT40 TDP1 no CPT: -4%; TDP1 cell CPT: -6%; TDP1 inh: 3%

Results for CSc1ccc(S(=O)(=O)NCc2ccc(Cl)cc2Cl)cc1 ?
DT40 TDP1 no CPT: inconclusive; TDP1 cell CPT: inconclusive; TDP1 inh: -2%

What do the screens show for `Cc1cccc(OCCC(=O)NO)c1`?
DT40 TDP1 no CPT: 10µM*; TDP1 cell CPT: 10µM*

Results for C/C(=N\NC(=O)c1nnn(-c2nonc2N)c1CSc1ccccc1)c1cccnc1 ?
DT40 TDP1 no CPT: inconclusive; TDP1 cell CPT: -5%; TDP1 inh: 2%

Results for COCCN(C(=O)COC(=O)CSc1ccc(Cl)cc1)c1c(N)n(Cc2ccccc2)c(=O)[nH]c1=O ?
DT40 TDP1 no CPT: -4%; TDP1 cell CPT: -11%

How did O=C(COC(=O)c1ccc(O)cc1O)NC1CCS(=O)(=O)C1 (stereo not given) do in these assays?
DT40 TDP1 no CPT: -16%; TDP1 cell CPT: -1%

Results for O=C(NCc1n[nH]c(=O)c2ccccc12)C1CC(=O)N(c2ccccc2)C1 (stereo not given) ?
DT40 TDP1 no CPT: inconclusive; TDP1 cell CPT: inconclusive; TDP1 inh: -15%[0.505 µM]

What do the screens show for `CCOC(=O)c1c(C)[nH]c(C)c1S(=O)(=O)N(C)CC(=O)N1CCN(c2ccc(OC)cc2)CC1`?
DT40 TDP1 no CPT: -10%; TDP1 cell CPT: 5%; TDP1 inh: 4%

What do the screens show for `O=C(Cc1c[nH]c2ccccc12)N1CCN(S(=O)(=O)c2ccc(Cl)cc2)CC1`?
DT40 TDP1 no CPT: -5%; TDP1 cell CPT: -6%; TDP1 inh: -3%

What do the screens show for `CC(=O)c1ccc(N2CCN(C(=O)C3CCN(S(=O)(=O)c4cccs4)CC3)CC2)cc1`?
DT40 TDP1 no CPT: 13µM*; TDP1 cell CPT: inconclusive; TDP1 inh: 1%

Results for CCN1C=C(Cc2ccccc2C)C2=C(C1)C(c1ccccc1C)C(C#N)=C(N)O2 (stereo not given) ?
DT40 TDP1 no CPT: 21µM*; TDP1 cell CPT: 16µM*; TDP1 inh: 12%

How did O=C(Nc1cc(=O)[nH]c(=O)[nH]1)c1cccc(Br)c1 do in these assays?
DT40 TDP1 no CPT: -19%; TDP1 cell CPT: 0%; TDP1 inh: 0%

Results for Cc1ccc(CNC(=O)C2CCN(S(=O)(=O)Cc3ccccc3)CC2)cc1 ?
DT40 TDP1 no CPT: -7%; TDP1 cell CPT: -5%; TDP1 inh: 6%

Results for Cc1cccc(C2=NNC(=O)C(c3ccc(Cl)cc3)C2)c1 (stereo not given) ?
DT40 TDP1 no CPT: inconclusive; TDP1 cell CPT: -29%; TDP1 inh: 5%

Results for O=C(NCCCn1ccnc1)c1ccc(Cl)cc1[N+](=O)[O-] ?
DT40 TDP1 no CPT: 0%; TDP1 cell CPT: 7%; TDP1 inh: -3%

How did COc1ccc(CC(=O)Nc2nnc(-c3cccc([N+](=O)[O-])c3)s2)cc1 do in these assays?
DT40 TDP1 no CPT: 3%; TDP1 cell CPT: 5%; TDP1 inh: 7%

What do the screens show for `Cc1ccc(-n2ncc3c(NCCO)ncnc32)cc1Cl`?
DT40 TDP1 no CPT: -13%; TDP1 cell CPT: -19%; TDP1 inh: 5%

What do the screens show for `Cc1ccc(C(=O)C(OC(=O)CN2C(=O)c3ccccc3C2=O)c2ccccc2)cc1C` (stereo not given)?
DT40 TDP1 no CPT: -8%; TDP1 cell CPT: -5%; TDP1 inh: 4%

What do the screens show for `O=C(Nc1nc2ccccc2[nH]1)c1cccs1`?
DT40 TDP1 no CPT: -13%; TDP1 cell CPT: inconclusive; TDP1 inh: 0%

Results for CCN1CCN(C(=O)CN(c2ccccc2C)S(C)(=O)=O)CC1 ?
DT40 TDP1 no CPT: -9%; TDP1 cell CPT: 0%; TDP1 inh: 0%

How did CCN(Cc1ccccc1)C(=O)CSc1nc(C)cc(=O)[nH]1 do in these assays?
DT40 TDP1 no CPT: -17%; TDP1 cell CPT: -29%; TDP1 inh: -1%

What do the screens show for `CCCN(CC(=O)Nc1cc(Cl)ccc1Cl)C(=O)c1ccccc1SCC(=O)N1CCCC1`?
DT40 TDP1 no CPT: -30%; TDP1 cell CPT: inconclusive; TDP1 inh: 0%

How did CC(C)(C#CC(O)(c1ccccc1)c1ccccc1)N1CCCCC1 do in these assays?
DT40 TDP1 no CPT: -20%; TDP1 cell CPT: -15%; TDP1 inh: 3%
